# SUMO1-SIM PPI: alters human SUMO1 binding to SIM partners; 0.33% of 360,000 active; SUMO1 binding to a labelled peptide, TR-FRET, 1 h; P63165; inhibition, % at 20 µM; in the data active = inhibition above about 37%
# STEP block: blocks human striatal-enriched tyrosine phosphatase | 0.25% of 360,000 active | recombinant STEP, OMFP fluorogenic substrate, fluorescence | inhibition, % at 20 µM | P54829;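 active = inhibition at 20 µM, scaled per plate between control wells, above about 37%, limit read from the data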;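 note: 0% = DMSO with enzyme and substrate and 100% = substrate only without enzyme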
#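 Assay system: isolated STEP enzyme. Buffer or medium: pH 6.0 Bis-Tris with DTT and Tween 20. Also added: fluorogenic phosphatase substrate OMFP at 25 µM final. Dosing: 20 µM, 1% DMSO. Timing: 20 min reaction, room temperature, in the dark. Measured by: fluorescence intensity, excitation 480 nm, emission 540 nm. Evaluation: normalized % inhibition.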
# CSN inh: blocks human CSN-mediated cullin deneddylation; Q92905; inhibition, % at 12.5 µM; Purified CSN, SCF-Nedd8-OG deneddylation, fluorescence polarization; 0.38% of 360,000 active; AID 651999;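 active = pattern-corrected inhibition above about 35%, with an unprinted fluorescence ratio check between 0.5 and 1.5, limit read from the data, passing the limit was not always enough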;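 note: 0% = enzyme with substrate and 100% = substrate without enzyme; some results filed as inactive read as strong as hits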
#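 Assay system: Purified human Csn5 enzyme expressed in HEK293T cells | Amount: Enzyme 0.24 nM | Measured by: Fluorescence polarization readout | Medium: Tris/NaCl/DTT buffer, pH 7.5 | Compound dosing: One concentration, 12.5 µM, 0.25% DMSO | Times: 90 min incubation of compound, enzyme and substrate at room temperature | Control set: no-enzyme wells high, enzyme-with-substrate wells low | Read-out: % inhibition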
# LMPTP inh: LMPTP (human) inhibition. recombinant LMPTP-A, OMFP fluorogenic substrate, fluorescence intensity. 0.22% of 360,000 active. AID 651560. inhibition, % at 20 µM;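 active = compounds that cut the enzyme signal by at least half of the control window in the single-dose screen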;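 note: plate controls were DMSO wells with enzyme plus substrate for no effect and substrate without enzyme for full effect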
#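 Test system – LMPTP-A enzyme · Amount – LMPTP-A at 0.625 nM final in the reaction · Buffer or medium – Bis-Tris pH 6.0, DTT, detergent · Reagent – OMFP 400 µM · Doses – single 20 µM dose · Schedule – reaction 50 min, room temperature, dark · Detection – fluorescence intensity of OMFP turnover product · Evaluation – percent inhibition versus substrate-only and uninhibited controls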
# NadD inh: blocks S. aureus nicotinate mononucleotide adenylyltransferase | purified NadD enzyme, colorimetric absorbance read-out | inhibition, % at 20 µM | 0.78% of 360,000 active | AID 602399; in the data active = inhibition above about 26%; note: some compounds past the cut are filed as inactive
# TbMetRS inhib: Trypanosoma brucei MetRS inhibition. 0.4% of 360,000 active. purified T. brucei MetRS, ATP depletion, Kinase-Glo luminescence. inhibition, % at 11.9 µM. AID 624268;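 active = inhibition above a per-plate cutoff of the control wells' mean inhibition plus 3 SD, cut at about 5.5% in these data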;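 note: 0% = DMSO wells median and 100% = median of wells with control inhibitor compound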
#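 Measured by: Kinase-Glo luciferase luminescence reporting remaining unconsumed ATP. Material: purified T. brucei MetRS enzyme. Doses: 11.9 µM compound single dose, 0.9% DMSO. Medium: HEPES buffer containing pyrophosphatase, BSA, spermine, DTT. Times: 15 min preincubation, 2 h reaction, all 25 °C. Reagent: methionine, ATP and bulk E. coli tRNA.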
# Rpn11 block: blocks the human proteasome subunit Rpn11; O00487; human 26S proteasome, Ub4-pepOG fluorescence polarization; 20S core pre-blocked with epoxomicin; calls only at 20 µM; 0.59% of 360,000 active; AID 588493;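 active = inhibition at 20 µM, scaled to each plate's controls, above about 33%, limit read from the data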
# Scp1 inh: inhibitors of human Scp-1 phosphatase; inhibition, % at 20 µM; Q9GZU7; 0.88% of 340,000 active; Recombinant Scp1, phosphopeptide, malachite green phosphate absorbance;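 active = inhibition above about 50% at 20 µM, limit read from the data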;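 note: plate controls were DMSO wells with enzyme for no effect and wells lacking enzyme for full effect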
#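 Incubation: 45 min enzyme reaction at room temperature / System: truncated SCP-1 phosphatase (76-261aa) / Reagent: Phospho 17-mer peptide substrate / Buffer or medium: Acidic Tris acetate buffer with magnesium and detergent / Signal: absorbance at 630 nm / Doses: one concentration, 20 µM, with 1.0% DMSO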
# DNMT1 block: inhibitors of human DNMT1 | P26358 | DNMT1 molecular beacon, Hinp1I cleavage, fluorescence | inhibition (reported as % activation of signal), % at 10 µM | 0.83% of 360,000 active; in the data active = inhibition above about 50%
# Target sequence (P26358 504-1616 limits assumed): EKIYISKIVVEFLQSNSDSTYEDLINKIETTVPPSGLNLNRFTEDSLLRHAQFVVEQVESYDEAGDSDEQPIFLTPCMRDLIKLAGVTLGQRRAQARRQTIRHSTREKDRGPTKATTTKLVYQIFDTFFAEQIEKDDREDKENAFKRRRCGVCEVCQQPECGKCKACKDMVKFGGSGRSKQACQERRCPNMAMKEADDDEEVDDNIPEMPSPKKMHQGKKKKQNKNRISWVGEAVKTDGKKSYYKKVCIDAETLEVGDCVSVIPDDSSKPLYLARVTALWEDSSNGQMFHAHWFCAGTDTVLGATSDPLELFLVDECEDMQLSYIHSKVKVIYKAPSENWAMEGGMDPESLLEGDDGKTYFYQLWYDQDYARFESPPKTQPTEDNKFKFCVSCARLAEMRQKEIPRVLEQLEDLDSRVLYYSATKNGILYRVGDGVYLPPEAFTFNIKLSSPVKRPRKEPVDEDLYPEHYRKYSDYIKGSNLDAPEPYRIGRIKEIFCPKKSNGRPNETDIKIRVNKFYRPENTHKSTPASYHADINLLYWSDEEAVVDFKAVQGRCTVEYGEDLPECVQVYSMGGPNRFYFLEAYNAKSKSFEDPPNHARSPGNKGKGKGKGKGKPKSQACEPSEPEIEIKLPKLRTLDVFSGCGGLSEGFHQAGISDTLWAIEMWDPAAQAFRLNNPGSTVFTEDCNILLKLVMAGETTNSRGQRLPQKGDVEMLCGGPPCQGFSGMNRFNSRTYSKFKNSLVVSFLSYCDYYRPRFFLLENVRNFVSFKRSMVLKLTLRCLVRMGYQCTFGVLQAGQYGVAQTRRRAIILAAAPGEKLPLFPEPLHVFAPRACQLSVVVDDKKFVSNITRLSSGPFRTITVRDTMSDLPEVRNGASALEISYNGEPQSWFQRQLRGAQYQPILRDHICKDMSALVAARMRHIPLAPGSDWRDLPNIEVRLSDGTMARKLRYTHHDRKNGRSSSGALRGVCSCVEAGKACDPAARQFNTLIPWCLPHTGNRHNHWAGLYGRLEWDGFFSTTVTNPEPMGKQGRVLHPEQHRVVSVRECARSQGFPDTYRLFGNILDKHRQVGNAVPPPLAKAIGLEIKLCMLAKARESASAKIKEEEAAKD
# PABP1 MLLE inh: blocks PAM2 peptide binding to the PABP1 MLLE domain | 0.36% of 360,000 active | inhibition, % at 20 µM | P11940 | GST-MLLE / FITC-PAM2 fluorescence polarization | AID 588489; in the data active = inhibition above about 35%, passing the limit was not always enough;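 note: plate controls were DMSO wells with GST-MLLE for no effect and wells lacking GST-MLLE protein for full effect; some results filed as inactive read as strong as hits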
# * = called active by the depositor; i = inactive; nt = not tested or not shown.
SMILES,SUMO1-SIM PPI,STEP block,CSN inh,LMPTP inh,NadD inh,TbMetRS inhib,Rpn11 block,Scp1 inh,DNMT1 block,PABP1 MLLE inh
CC(C(=O)Nc1ccc(N(C)C)cc1)N1C(=O)c2ccccc2S1(=O)=O (stereo not drawn),0,-3,-1,-0.6,-3,-0.3,i,-6,-2,2
O=C(c1ccc(-n2cccc2)cc1)N1CCOCC1,3,0,4,0.5,3,0.1,i,-6,-3,-7
COc1ccccc1C#Cc1cnc2c(c1)C(=O)N([C@H](C)CO)C[C@@H](C)[C@@H](CN(C)C(=O)c1ccc3c(c1)OCO3)O2,3,1,2,-0.8,5,-0.4,i,nt,3,-14
COc1cc(NC(=O)c2cc(-c3ccco3)on2)c(OC)cc1Cl,-2,2,2,-0.1,1,-0.4,i,-5,27,-6
O=C(COC(=O)Cc1ccc(Cl)cc1)NCc1cccs1,3,0,-1,0.1,-7,-0.2,i,-6,1,4
COc1ccc(C(=O)CSc2nnc(NC(=O)C3CC(=O)N(c4ccccc4C)C3)s2)cc1 (stereo not drawn),2,-4,3,0.6,23,0.1,i,-3,-12,-6
Cc1nc2ccc(S(=O)(=O)NC(C(=O)Nc3nccs3)C(C)C)cc2s1 (stereo not drawn),-1,-1,1,-1.1,-3,-0.4,i,-3,2,5
COc1ccccc1N1CCN(C(=O)CCc2ccc(S(=O)(=O)NCC(C)C)cc2)CC1,2,-4,1,1.1,3,0.1,i,-1,1,2
O=C(COC(=O)CCc1ccc(S(=O)(=O)N2CCOCC2)cc1)NCc1ccccc1Cl,-1,2,-1,-1.4,-8,-0.1,i,-11,-1,7
CCOC(=O)C1(C)Oc2cccnc2NC1=O (stereo not drawn),-7,-6,0,-3.1,-5,-0.5,i,0,0,10
COc1ccc(-c2nc(-c3ccncc3)no2)cc1OC,0,0,-4,-1.3,1,-0.7,i,-9,-8,1
O=C(Nc1cc(S(=O)(=O)N2CCOCC2)ccc1N1CCOCC1)c1ccccc1Cl,-4,-3,2,-0.7,1,0.3,i,-7,3,-1
CCCCNC(=S)N1CCn2cccc2C1c1ccc(F)cc1 (stereo not drawn),-3,1,-7,0.5,-8,-0.6,i,-12,1,-131
O=C(NCC1(N2CCOCC2)CCCCC1)c1cccc(S(=O)(=O)Nc2ccc(F)cc2)c1,4,-1,-5,-0.8,-1,-0.2,i,-6,2,-18
Cc1ccc(-c2nc3ccc(C)cn3c2Cc2cccc(Cl)c2)cc1,2,nt,2,8.3,7,0.3,nt,nt,nt,nt

# Exported field by field: 2 of the compounds above
CC(C(=O)Nc1ccc(N(C)C)cc1)N1C(=O)c2ccccc2S1(=O)=O (stereo not drawn)
  SUMO1-SIM PPI: 0
  STEP block: -3
  CSN inh: -1
  LMPTP inh: -0.6
  NadD inh: -3
  TbMetRS inhib: -0.3
  Rpn11 block: i
  Scp1 inh: -6
  DNMT1 block: -2
  PABP1 MLLE inh: 2
O=C(c1ccc(-n2cccc2)cc1)N1CCOCC1
  SUMO1-SIM PPI: 3
  STEP block: 0
  CSN inh: 4
  LMPTP inh: 0.5
  NadD inh: 3
  TbMetRS inhib: 0.1
  Rpn11 block: i
  Scp1 inh: -6
  DNMT1 block: -3
  PABP1 MLLE inh: -7

# Next part.
SMILES,SUMO1-SIM PPI,STEP block,CSN inh,LMPTP inh,NadD inh,TbMetRS inhib,Rpn11 block,Scp1 inh,DNMT1 block,PABP1 MLLE inh
CC(=O)c1ccc([N+](=O)[O-])c(CS(=O)(=O)c2ccc(Cl)cc2)c1,-30,1,6,-1.3,-5,-0.8,i,-4,1,-14
COc1ccccc1CNC(=O)Cn1cnc2ccccc2c1=O,0,5,-2,-0.7,-4,-0.3,i,-1,2,-4
COc1cc2c(cc1OC)-c1cc(Nc3cccc(C)c3)nc(=O)n1CC2,18,0,3,1.0,2,-0.2,i,-10,0,-9
COc1ccc(NC(=O)Cn2nnc(C(=O)Nc3ccc(F)c(Cl)c3)c2N)cc1,-1,0,-3,2.5,6,-0.1,i,5,31,-4
O=C(NC1CCCCC1)C(CCc1ccccc1)N1CCOCC1 (stereo not drawn),0,1,3,-1.6,-3,-0.2,i,nt,9,18
CCOc1ccc(CN2CCNC(=O)C2CC(=O)OC)cc1 (stereo not drawn),-1,1,0,0.7,3,-1.0,i,-13,-3,2
CC(C)(C)C1CCC(=NNc2nc3ccccc3[nH]2)CC1 (stereo not drawn),-5,0,-13,-0.2,7,0.5,i,-8,-3,-18
NNC(=O)CNc1ccccc1Cl,5,0,-5,-0.7,-2,-0.3,i,-2,1,8
CCN(C[C@H]1N[C@@](Cc2ccccc2)(C(=O)OC)[C@H]2C(=O)N(C)C(=O)[C@@H]12)C(=O)c1ccccc1,2,-2,-4,-1.9,0,-0.7,i,0,0,6
CC1CCCCN1C(=O)CCC(=O)Nc1nnc(C2CCCCC2)s1 (stereo not drawn),3,-1,1,-0.8,-5,-0.5,i,3,2,15
COc1ccc(C(CNC(=O)CSc2ccc(Br)cc2)N2CCOCC2)cc1 (stereo not drawn),0,0,1,-1.0,-3,-0.6,i,-5,-3,-12
COCCNC(=O)C1CCN(C(=O)C2CC(=O)N(c3ccc(C)cc3)C2)CC1 (stereo not drawn),1,-1,4,-0.6,-3,-1.1,i,2,0,-7
Cc1ccc(NC2=CC(=O)CC(c3ccccc3)C2)cc1 (stereo not drawn),2,0,-1,0.0,2,-0.3,i,4,0,0
COc1ccc(OC)c(Cc2cnc3nc(N)nc(N)c3c2C)c1,5,-1,4,34,-3,0.1,i,0,-8,4
CC(c1ccccc1)n1cc(C(=O)NCC2COc3ccccc3O2)nn1 (stereo not drawn),1,-1,4,0.3,-4,-1.9,i,2,1,9
O=C(NCCCn1ccnc1)/C(=C/c1ccco1)NC(=O)c1ccco1,-7,0,0,-0.9,-4,-1.0,i,-11,-1,-16
C=CCOc1ccc2ccccc2c1CNn1c(C)n[nH]c1=S,-10,0,6,-0.7,-5,-0.1,i,-2,-2,3
O=C(CNC(=O)c1ccccc1F)NCCc1ccc(Cl)cc1Cl,0,0,2,-0.2,0,1.1,i,-3,0,-2
COC(=O)C(=CC(=CN(C)C)C=C(C(=O)OC)C(=O)OC)C(=O)OC,-3,-2,0,-0.9,-2,-0.7,i,-1,-1,-8
CC1(C(=O)NCCCN2CCCC2=O)CCN1CCc1ccccc1 (stereo not drawn),2,-1,-1,-1.3,4,-0.3,i,nt,5,3
O=C(NC(=S)NCC1CCCO1)c1ccco1 (stereo not drawn),6,-1,5,-4.1,-1,-1.3,i,-7,0,7
CCOC(=O)c1cccc(NC(=O)N2CCOCC2)c1,-1,-4,-2,-0.3,-2,-1.2,i,-9,2,10
Cc1cccc(N2CCN(C(=O)c3ccc(N4CCCC4=O)cc3)CC2C)c1 (stereo not drawn),0,0,1,0.3,3,0.1,i,-5,3,-4
NC(=O)c1nsc(C(=O)N(c2cccc(F)c2)C(C(=O)NC2CCCC2)c2ccco2)c1N (stereo not drawn),1,1,-3,2.5,3,0.0,i,-10,5,-3
O=C(CSc1nc(O)c(Cc2ccccc2)c(=O)[nH]1)Nc1ccccc1,1,0,0,-2.5,-8,-0.2,i,-1,-2,43*
CCCN1C(=O)CN(C2CCCCCC2)C(=O)C1c1ccc(C)cc1 (stereo not drawn),-2,-17,-3,-1.5,-4,-0.5,i,-6,3,11
COc1ccc(NC(=S)NNc2ccc(C(=O)O)cc2)cc1,-3,-5,6,-1.2,3,0.0,i,-3,0,-26
Nc1ncnc2c1ncn2[C@@H]1O[C@H](C(=O)NCC(F)(F)F)[C@@H](O)[C@H]1O,-2,2,-3,-2.4,-2,-0.7,i,nt,31,8
Cc1ccnc(SCCn2c(N(C)Cc3ccccc3)nc3c2c(=O)n(C)c(=O)n3C)n1,-1,0,-4,-1.1,-1,-0.4,i,-1,-2,2
COC(=O)c1ccccc1NC(=S)NC(=O)c1ccccc1C,-23,3,-4,-0.5,-11,-0.4,i,-13,16,24
Cc1cc2c(c(SCC(=O)NCc3ccc(Cl)cc3)n1)C(=O)OC2,5,-4,4,-0.7,-5,-0.3,i,-10,5,-5
CCN(c1ccccc1)S(=O)(=O)c1ccc(NC(=S)NC(=O)c2ccc(Br)o2)cc1,3,1,1,0.1,6,-0.2,i,-15,-7,20
O=C(NCc1cccnc1)c1cc(C2CCCCN2C(=O)c2ccc3ccccc3c2)on1 (stereo not drawn),-8,0,5,-0.2,4,-0.2,i,nt,4,0
CC(NC(=O)CSc1n[nH]c(=O)[nH]c1=O)C1CC2CCC1C2 (stereo not drawn),-5,-1,-2,-1.1,1,-0.1,i,2,1,-2
Nc1[nH]c(C(=O)c2ccccc2)c(-c2ccc(C(F)(F)F)cc2)c1C(=O)NCc1ccc(Cl)cc1Cl,1,nt,-1,0.3,13,-1.4,nt,nt,nt,nt
Nc1nc(=O)c2ccccc2s1,-5,-4,-2,-1.1,-2,-0.1,i,-2,0,19
CC1(C)CNC(=O)c2sc(N3CCOCC3)nc2C1,-5,-4,-3,-1.0,1,-1.1,i,-6,2,2
O=C(O)c1ccccc1Nc1ccnc(Cl)n1,-5,-2,0,-1.3,0,-1.1,i,2,2,5
COC(=O)C1=C(C(=O)OC)SC(=C2C(=S)C(C)(C)N(C(=O)C(C)C)c3ccccc32)S1,-25,10,-3,6.3,13,-1.2,i,-9,-26,32
Cc1cccc(-n2cc(CN3CCCN(C=O)CC3)c(-c3cccc(F)c3)n2)c1,2,2,-3,-0.8,-4,0.0,i,7,0,-3
CCn1c(=O)cc(SCC(=O)Nc2ccc3c(c2)OCO3)c2ccccc21,6,6,3,0.1,-1,-0.6,i,-6,6,-1
Cc1ccc(Nc2nc(Cl)nc(NC3CCCCC3)n2)cc1,-7,-2,6,2.7,0,-0.6,i,0,5,7
Cc1cccc(CCNC(=O)CCc2nc(-c3ccccc3F)no2)c1,3,5,-2,0.8,-10,0.4,i,-14,-3,4
CSc1nnc(Cn2c(=O)sc3ccccc32)n1CCc1ccccc1,-1,0,-3,-0.7,4,-0.4,i,3,7,15
CC1CCN(CCC(=O)Nc2ccc(Cl)cc2)CC1,1,-4,-5,-1.3,3,0.4,i,-5,7,6
